Source: PubChem (several laboratories)
MT1-MMP txn act: MT1-MMP promoter transcription activation. HT1080 MT1-MMP promoter luciferase reporter, luminescence, overnight; stronger effect = higher value. activation factor at 10 µM. 86,000 tested, 0.16% active. AID 750;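 active means activation factor of at least 2 for MT1-MMP transcription at 10 µM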
ERa coact pot: enhances coactivator binding to human estrogen receptor alpha | coactivator binding (% of control), % at 25.6 µM | 86,000 tested, 1.3% active | TR-FRET ERalpha-LBD/SRC-Cy5 coactivator binding, 2 h; 100 = basal binding, no effect; in the data active means activity above about 200%;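 further: binding measured in presence of low estradiol as agonist stimulus; 0% = peptide alone without receptor and 100% = receptor with peptide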
Target sequence (P03372 whole entry, looked up, the tested form may be a part): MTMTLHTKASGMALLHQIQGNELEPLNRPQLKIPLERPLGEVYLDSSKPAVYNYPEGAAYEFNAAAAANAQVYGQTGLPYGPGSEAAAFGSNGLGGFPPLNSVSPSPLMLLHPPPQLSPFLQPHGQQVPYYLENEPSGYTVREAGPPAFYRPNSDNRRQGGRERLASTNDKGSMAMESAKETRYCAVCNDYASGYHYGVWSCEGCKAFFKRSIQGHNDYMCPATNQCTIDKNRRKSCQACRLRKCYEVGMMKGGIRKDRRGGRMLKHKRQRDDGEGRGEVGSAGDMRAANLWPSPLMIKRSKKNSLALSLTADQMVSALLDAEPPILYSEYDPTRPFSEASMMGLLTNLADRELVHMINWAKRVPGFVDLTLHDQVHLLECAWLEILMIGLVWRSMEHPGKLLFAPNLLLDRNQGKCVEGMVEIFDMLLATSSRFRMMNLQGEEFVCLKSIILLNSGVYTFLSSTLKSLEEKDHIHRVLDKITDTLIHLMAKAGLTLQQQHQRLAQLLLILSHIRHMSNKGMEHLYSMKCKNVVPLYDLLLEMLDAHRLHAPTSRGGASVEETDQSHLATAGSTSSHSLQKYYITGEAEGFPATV
ERb coact inh: ER-beta (human) coactivator binding inhibition. TR-FRET ER-beta LBD / SRC1-Cy5 peptide binding; receptor agonist-loaded with 1 µM estradiol. 86,000 tested, 1.3% active. inhibition, % at 25.6 µM. AID 633;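 active means compounds whose percent inhibition of the receptor-coactivator binding signal exceeds about 50% in the single-dose screen, limit read from the data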;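 further: 0% = receptor plus peptide wells without compound and 100% = peptide-only wells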
CD11b adhes enh: increases human CD11b/CD18 adhesion to fibrinogen. P05107+P11215. K562 CD11b/CD18 adhesion to fibrinogen, ATPlite luminescence. activation, % at 10 µM. 93,000 tested, 0.07% active;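 active means 10 µM primary screen giving 50% or more activity, confirmed by 40% or more on retest at that dose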; further: strong numbers were not always called active; reference of the scale not given here
Fibroblast inh: blocks proliferation of human lung fibroblasts; 85,000 tested, 1.1% active; viability, % at 10 µM; LL 47 human lung fibroblast viability, ATP luminescence; stronger effect = lower value;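 active means viability at or below 50% in the single dose screen; inactive means viability above 50%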;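 further: compound exposure lasted 72 h before the ATP readout; 100% = median luminescence of untreated cell-only wells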
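Test system: LL 47 human lung fibroblasts / Quantity: 1,150 cells in each well / Medium: IMEM growth medium with 15% fetal bovine serum / Incubation: 72 h compound exposure at 37 °C after overnight plating / Detection: CellTiter-Glo luminescence measuring cellular ATP / Read-out: % viability versus median cells-only luminescence / Benchmarks: cell-only wells, no compound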
ERa coact inh: ER-alpha (human) coactivator binding inhibition. P03372. TR-FRET ER-alpha LBD / SRC-1 peptide, estradiol-bound. inhibition, % at 25.6 µM. 86,000 tested, 1.7% active; in the data active means inhibition above about 50%;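 further: 0% = receptor plus peptide control and 100% = peptide only without receptor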
H69AR growth 86K: blocks growth of human H69AR lung tumor cells; viability, % at 10 µM; 85,000 tested, 6% active; H69AR lung tumor viability, ATP luminescence, 72 h; stronger effect = lower value;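 active means viability at or below 40%; inactive means viability above 40%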;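 further: multidrug resistant small cell line overexpressing MRP-1 efflux transporter; 100% = mean luminescence of untreated control wells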
Smad3 inh: inhibitors of human Smad3 transcription factor binding | P84022 | inhibition, % at 25 µM | TR-FRET Smad3/Dy647-FoxH1 peptide binding, europium anti-His | 88,000 tested, 0.29% active;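 active means compounds that reduce the energy-transfer binding signal between the protein and its labelled peptide by more than half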;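 further: 0% = Smad3 plus labelled peptide maximal FRET and 100% = peptide-only background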
Target sequence (P84022 whole entry, looked up): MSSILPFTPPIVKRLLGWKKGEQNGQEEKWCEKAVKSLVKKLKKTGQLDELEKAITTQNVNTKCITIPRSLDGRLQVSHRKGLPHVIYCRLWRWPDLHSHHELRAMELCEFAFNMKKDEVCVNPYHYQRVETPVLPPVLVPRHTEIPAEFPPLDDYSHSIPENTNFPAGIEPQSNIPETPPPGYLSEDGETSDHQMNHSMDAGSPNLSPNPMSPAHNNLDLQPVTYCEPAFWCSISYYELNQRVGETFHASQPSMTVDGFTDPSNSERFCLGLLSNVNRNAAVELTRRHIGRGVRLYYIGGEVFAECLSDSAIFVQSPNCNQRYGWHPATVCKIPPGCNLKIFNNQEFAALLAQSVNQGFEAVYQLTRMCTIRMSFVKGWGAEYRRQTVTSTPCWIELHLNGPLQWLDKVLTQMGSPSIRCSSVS
HUVEC prolif 384: blocks proliferation of human endothelial cells; viability, % at 10 µM (by protocol); 86,000 tested, 1.1% active; HUVEC proliferation, CellTiter-Glo luminescence, 72 h; stronger effect = lower value;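 active means viability at or below 30%; inactive means viability above 30%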;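 further: 100% = median luminescence of DMSO-only cell control wells on each plate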
The depositor's hits bear a star; [ ] = another dose, or the depositor's remark. These rows are one share of the data, so the mix of outcomes need not match the whole.

For O=C1C(NS(=O)(=O)c2cccs2)=C(N2CCN(c3cccc(Cl)c3)CC2)C(=O)c2ccccc21 the results were MT1-MMP txn act 1.2, ERa coact pot 88, ERb coact inh -1, CD11b adhes enh -4, Fibroblast inh 106, ERa coact inh -9, H69AR growth 86K 71, Smad3 inh 4 and HUVEC prolif 384 81.
CCC12CN(S(=O)(=O)c3ccc(C)cc3)CC(CC)(CN(S(=O)(=O)c3ccc(C)cc3)C1)C2=O was read as MT1-MMP txn act 0.9, ERa coact pot 109[fluorescence artefact?], ERb coact inh 0[fluorescence artefact?], CD11b adhes enh -2, Fibroblast inh 92, ERa coact inh 6[fluorescence artefact?], H69AR growth 86K 89, Smad3 inh 3 and HUVEC prolif 384 93.
Screening O=C(NC1CCCC1)C(c1ccccc1)N(C(=O)c1ccno1)c1ccccc1 (centres undefined) returned MT1-MMP txn act 1.2, ERa coact pot 104[fluorescence artefact?], ERb coact inh -1, Fibroblast inh 100, ERa coact inh -4, H69AR growth 86K 93, Smad3 inh 7 and HUVEC prolif 384 97.
CCN(CC)C(=O)CSc1ncnc2c1cnn2Cc1ccccc1 was read as MT1-MMP txn act 0.9, ERa coact pot 113[fluorescence artefact?], ERb coact inh 6[fluorescence artefact?], CD11b adhes enh 0, Fibroblast inh 105, ERa coact inh 0, H69AR growth 86K 88, Smad3 inh 12 and HUVEC prolif 384 100.
O=C(CCn1cccc1)Nc1cccc(F)c1 was read as MT1-MMP txn act 1.1, ERa coact pot 105, ERb coact inh -2, CD11b adhes enh -2, Fibroblast inh 106, ERa coact inh -3, H69AR growth 86K 67, Smad3 inh -2 and HUVEC prolif 384 97.
For Cc1nnc(SCC(=O)NCc2ccccc2)[nH]c1=O the results were MT1-MMP txn act 1.1, ERa coact pot 117[fluorescence artefact?], ERb coact inh -26, CD11b adhes enh -2, Fibroblast inh 106, ERa coact inh -2, H69AR growth 86K 100, Smad3 inh 63* and HUVEC prolif 384 113.
For CC(C)(C)SCCNC(=O)CN(c1ccc(F)c(Cl)c1)S(C)(=O)=O the results were MT1-MMP txn act 1.1, ERa coact pot 81, ERb coact inh 22[fluorescence artefact?], Fibroblast inh 103, ERa coact inh 4, H69AR growth 86K 88, Smad3 inh -2 and HUVEC prolif 384 93.
`O=C(c1ccccn1)N(Cc1cc2ccccc2[nH]c1=O)C1CCCCC1` gave MT1-MMP txn act 1, ERa coact pot 117, ERb coact inh -5, CD11b adhes enh -2, Fibroblast inh 103, ERa coact inh 0, H69AR growth 86K 93, Smad3 inh -12 and HUVEC prolif 384 104.
`O=C(Nc1ccccc1)C1CC2CCCC(C1)C2=O` (centres undefined) gave MT1-MMP txn act 1.1, ERa coact pot 118, ERb coact inh 3[fluorescence artefact?], CD11b adhes enh 4, Fibroblast inh 100, ERa coact inh 0[fluorescence artefact?], H69AR growth 86K 99, Smad3 inh 0 and HUVEC prolif 384 94.
CN1CCN(CC(O)COc2ccc(Cl)cc2)CC1 (centres undefined) was read as MT1-MMP txn act 1, ERa coact pot 116[fluorescence artefact?], ERb coact inh -2, CD11b adhes enh -2, Fibroblast inh 92, ERa coact inh 4, H69AR growth 86K 98, Smad3 inh 4[fluorescence artefact?] and HUVEC prolif 384 84.
`N#Cc1cn(Cc2cccc(Cl)c2)c2ccccc12` gave MT1-MMP txn act 1.6, ERa coact pot 107, ERb coact inh 1, CD11b adhes enh 0, Fibroblast inh 90, ERa coact inh 3, H69AR growth 86K 63, Smad3 inh -5 and HUVEC prolif 384 58.
O=C(Nc1ccccc1)Nc1ccc(S(=O)(=O)N2CCCCC2)cc1 was read as MT1-MMP txn act 1.1, ERa coact pot 116, ERb coact inh -5, Fibroblast inh 93, ERa coact inh 4, H69AR growth 86K 13*, Smad3 inh 9 and HUVEC prolif 384 48.
Screening CCOC(=O)C1=C(C)N=C2SCCC(=O)N2C1c1cc(Br)ccc1OC (centres undefined) returned MT1-MMP txn act 1.1, ERa coact pot 91, ERb coact inh 4, Fibroblast inh 99, ERa coact inh -6, H69AR growth 86K 83, Smad3 inh -1 and HUVEC prolif 384 90.
`Cc1ccc(C(=O)Nc2sc3c(c2C(=O)O)CCCCC3)o1` gave MT1-MMP txn act 0.5, ERa coact pot 89, ERb coact inh 9, CD11b adhes enh -6, Fibroblast inh 93, ERa coact inh 8, H69AR growth 86K 88, Smad3 inh 2 and HUVEC prolif 384 79.
`CC(c1nnc(SCC(=O)Nc2ccc3[nH]c(=O)[nH]c3c2)n1Cc1ccccc1)N(C)C` (centres undefined) gave MT1-MMP txn act 1.2, ERa coact pot 79, ERb coact inh 4, CD11b adhes enh -4, Fibroblast inh 104, ERa coact inh 1[fluorescence artefact?], H69AR growth 86K 91, Smad3 inh -4 and HUVEC prolif 384 96.
For O=C(CN1CCC(O)(c2ccccc2F)CC1)NCCc1c[nH]c2ccccc12 the results were MT1-MMP txn act 1.2, ERa coact pot 106, ERb coact inh -2, CD11b adhes enh 0, Fibroblast inh 97, ERa coact inh 2, H69AR growth 86K 94, Smad3 inh 7 and HUVEC prolif 384 81.
Screening Nc1nnc(SCC(=O)Nc2ccc3c(c2)OCCO3)s1 returned MT1-MMP txn act 1.1, ERa coact pot 107, ERb coact inh 7, CD11b adhes enh -4, Fibroblast inh 110, ERa coact inh 6, H69AR growth 86K 80, Smad3 inh 1 and HUVEC prolif 384 97.
`O=C(Nc1ccc(S(=O)(=O)N2CCCCCC2)cc1)C1CCCO1` (centres undefined) gave MT1-MMP txn act 1.2, ERa coact pot 109, ERb coact inh 4, CD11b adhes enh 1, Fibroblast inh 90, ERa coact inh 10, H69AR growth 86K 89, Smad3 inh 1 and HUVEC prolif 384 103.
Screening C=CCn1c(SCC(=O)Nc2sccc2C(N)=O)nc2ccccc2c1=O returned MT1-MMP txn act 1, ERa coact pot 75[fluorescence artefact?], ERb coact inh 23[fluorescence artefact?], CD11b adhes enh -1, Fibroblast inh 88, ERa coact inh 28, H69AR growth 86K 31*, Smad3 inh 10 and HUVEC prolif 384 59.
`O=C(CC1CC2CCC1C2)NCc1cccs1` (centres undefined) gave MT1-MMP txn act 1.1, ERa coact pot 127, ERb coact inh 0, CD11b adhes enh -3, Fibroblast inh 106, ERa coact inh -2, H69AR growth 86K 93, Smad3 inh 5 and HUVEC prolif 384 105.

Gathered by group: the compounds so far with fluorine (3)
O=C(CCn1cccc1)Nc1cccc(F)c1 was read as MT1-MMP txn act 1.1, ERa coact pot 105, ERb coact inh -2, CD11b adhes enh -2, Fibroblast inh 106, ERa coact inh -3, H69AR growth 86K 67, Smad3 inh -2 and HUVEC prolif 384 97.
For CC(C)(C)SCCNC(=O)CN(c1ccc(F)c(Cl)c1)S(C)(=O)=O the results were MT1-MMP txn act 1.1, ERa coact pot 81, ERb coact inh 22[fluorescence artefact?], Fibroblast inh 103, ERa coact inh 4, H69AR growth 86K 88, Smad3 inh -2 and HUVEC prolif 384 93.
For O=C(CN1CCC(O)(c2ccccc2F)CC1)NCCc1c[nH]c2ccccc12 the results were MT1-MMP txn act 1.2, ERa coact pot 106, ERb coact inh -2, CD11b adhes enh 0, Fibroblast inh 97, ERa coact inh 2, H69AR growth 86K 94, Smad3 inh 7 and HUVEC prolif 384 81.

(list continues)
`CCOC(=O)c1c(C)[nH]c(C(=O)O)c1C` gave MT1-MMP txn act 1.2, ERa coact pot 108, ERb coact inh 41, CD11b adhes enh 1, Fibroblast inh 99, ERa coact inh -4, H69AR growth 86K 106, Smad3 inh -2 and HUVEC prolif 384 103.
For O=C(CSc1nnc(-c2ccco2)c(-c2ccco2)n1)Nc1ccccc1 the results were ERa coact pot 22[fluorescence artefact?], ERb coact inh 86*[fluorescence artefact?], CD11b adhes enh 0, Fibroblast inh 95, ERa coact inh 84*[fluorescence artefact?], H69AR growth 86K 71, Smad3 inh -8[fluorescence artefact?] and HUVEC prolif 384 95.
`CCCCN(CCCC)c1cn[nH]c(=O)c1Cl` gave MT1-MMP txn act 1.2, ERa coact pot 95, ERb coact inh -5, Fibroblast inh 96, ERa coact inh 10, H69AR growth 86K 74, Smad3 inh 7 and HUVEC prolif 384 100.
For CCCCCC1CC(CC(C)C(=O)Nc2nncs2)C(=O)O1 (centres undefined) the results were MT1-MMP txn act 1.5, ERa coact pot 110, ERb coact inh 0, Fibroblast inh 95, ERa coact inh 1, H69AR growth 86K 94, Smad3 inh 8 and HUVEC prolif 384 94.
Screening O=c1ccn([C@@H]2O[C@H](CO)[C@@H](O)[C@H]2O)c(=O)[nH]1 returned MT1-MMP txn act 1, ERa coact pot 114, ERb coact inh 3, Fibroblast inh 97, ERa coact inh -3, H69AR growth 86K 88, Smad3 inh -5 and HUVEC prolif 384 103.
CCCn1nnnc1SCC(=O)Nc1cccc(NC(=O)c2ccco2)c1 was read as MT1-MMP txn act 1.2, ERa coact pot 103, ERb coact inh -4, CD11b adhes enh 3, Fibroblast inh 98, ERa coact inh 0, H69AR growth 86K 75, Smad3 inh -5 and HUVEC prolif 384 94.
`COc1ccc(OC)c(CNc2ccc(F)c(Cl)c2)c1` gave MT1-MMP txn act 0.9, ERa coact pot 92, ERb coact inh -2, CD11b adhes enh -4, Fibroblast inh 95, ERa coact inh 0, H69AR growth 86K 96, Smad3 inh -5 and HUVEC prolif 384 101.
Cc1nc(-n2ncc(C#N)c2N)c2c3c(sc2n1)CCC3 was read as MT1-MMP txn act 0.9, ERa coact pot 208*[fluorescence artefact?], ERb coact inh 55*[fluorescence artefact?], CD11b adhes enh -2, Fibroblast inh 96, ERa coact inh 67*[fluorescence artefact?], H69AR growth 86K 80, Smad3 inh 12 and HUVEC prolif 384 66.
O=C1c2cccnc2C(O)N1Cc1ccco1 (centres undefined) was read as MT1-MMP txn act 1.2, ERa coact pot 108, ERb coact inh -5, CD11b adhes enh -5, Fibroblast inh 95, ERa coact inh -54, H69AR growth 86K 103, Smad3 inh 13[fluorescence artefact?] and HUVEC prolif 384 98.
O=C(NCc1ccccc1)c1cc(S(=O)(=O)N2CCC3(CC2)OCCO3)ccc1F was read as MT1-MMP txn act 1.1, ERa coact pot 132[fluorescence artefact?], ERb coact inh -6, CD11b adhes enh -3, Fibroblast inh 100, ERa coact inh -7, H69AR growth 86K 93, Smad3 inh 3 and HUVEC prolif 384 104.
Screening CSc1nnc2c3c4c(sc3c(=O)n(-c3ccccc3)n12)CC(C)(C)OC4 returned MT1-MMP txn act 1, ERa coact pot 105, ERb coact inh 4[fluorescence artefact?], CD11b adhes enh -3, Fibroblast inh 103, ERa coact inh 0[fluorescence artefact?], H69AR growth 86K 90, Smad3 inh 5 and HUVEC prolif 384 96.
`CCN(CC)CCN1C(=O)C(=O)/C(=C(/O)c2c(C)[nH]c(C(=O)OC)c2C)C1c1ccccc1OC` (centres undefined) gave MT1-MMP txn act 1.1, ERa coact pot 110, ERb coact inh 6, Fibroblast inh 104, ERa coact inh 1, H69AR growth 86K 100, Smad3 inh 0 and HUVEC prolif 384 92.
`Cc1ccccc1C(=O)NCCSc1ccccc1` gave MT1-MMP txn act 1.2, ERa coact pot 117, ERb coact inh -1, CD11b adhes enh 1, Fibroblast inh 91, ERa coact inh -3, H69AR growth 86K 103, Smad3 inh 5 and HUVEC prolif 384 88.
Screening Cn1c(=O)n(CCc2ccccc2)c(=O)c2c1nc1n2CCN1c1ccccc1 returned MT1-MMP txn act 1, ERa coact pot 149[fluorescence artefact?], ERb coact inh -6[fluorescence artefact?], Fibroblast inh 95, ERa coact inh 3[fluorescence artefact?], H69AR growth 86K 72, Smad3 inh 0[fluorescence artefact?] and HUVEC prolif 384 96.
